UGM FP inh – inhibitors of M. tuberculosis UDP-galactopyranose mutase; 0.06% of 320,000 active; purified UGM, fluorescence polarization probe displacement; inhibition, % at 10 µM; in the data active = inhibition above about 10%, passing the limit was not always enough
Target sequence (P9WIQ1 whole entry, looked up): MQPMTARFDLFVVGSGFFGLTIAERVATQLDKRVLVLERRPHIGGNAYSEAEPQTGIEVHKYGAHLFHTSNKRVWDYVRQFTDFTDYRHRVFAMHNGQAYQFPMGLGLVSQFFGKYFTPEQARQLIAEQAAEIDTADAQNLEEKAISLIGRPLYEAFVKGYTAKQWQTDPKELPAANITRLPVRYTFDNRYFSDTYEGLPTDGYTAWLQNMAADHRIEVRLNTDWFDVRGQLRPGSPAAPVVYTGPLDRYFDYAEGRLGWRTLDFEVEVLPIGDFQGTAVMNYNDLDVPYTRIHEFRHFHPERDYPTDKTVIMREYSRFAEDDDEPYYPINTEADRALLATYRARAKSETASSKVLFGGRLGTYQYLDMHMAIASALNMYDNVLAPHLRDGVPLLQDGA
Vc quorum ag – quorum light induction in luxS cqsA deficient V. cholerae; V. cholerae BH1578 lux reporter, luminescence, 6 h; activation, % at 18.7 µM; 0.16% of 350,000 active; in the data active = activation mostly above about 9.7%, no sharp cut-off; note: not every result past the cut was called active; inactives centre near 0; reference of the scale not given here
PriA SSB inh – inhibitors of Klebsiella pneumoniae PriA binding to SSB C-terminal tail. inhibition, % at 33 µM. AlphaScreen SSBct-PriA binding, biotinylated peptide. 0.6% of 430,000 active; in the data active = inhibition mostly above about 37%, no sharp cut-off; inactive = mostly below about 20%;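 note: plate controls were negative control peptide for no effect and reference peptide for full effect; strong numbers were not always called active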
GDH-TPI inh – counter-screen for M. tuberculosis FBA inhibitors: GDH-TPI coupled enzymes; GDH-TPI coupled enzyme counterscreen, NADH absorbance; inhibition, % at 4.8 µM; 1.2% of 360,000 active; AID 588335; in the data active = inhibition above about 30%;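 note: 0% = DMSO wells and 100% = wells lacking the enzyme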
FBA Mtb inh – Mtb fructose-bisphosphate aldolase inhibition. purified M. tuberculosis FBA, fluorescence read-out. 2.3% of 360,000 active. inhibition, % at 1 µM. AID 588726. P9WQA3; in the data active = inhibition above about 27%;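 note: 0% = vehicle and 100% = reference inhibitor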
BioA inh – inhibitors of Mycobacterium tuberculosis BioA enzyme | purified M. tuberculosis BioA enzyme, plate reader | inhibition, % at 9.99 µM | 0.096% of 360,000 active; in the data active = inhibition above about 40%
MazF activator – MazEF (E. coli) toxin RNase activation. P0AE70. FAM/BHQ RNA-DNA oligo cleavage fluorescence, 5 h. activation, % at 20 µM. 0.32% of 350,000 active. AID 504720; in the data active = activation above about 50%
Target sequence (P0AE70 whole entry, looked up): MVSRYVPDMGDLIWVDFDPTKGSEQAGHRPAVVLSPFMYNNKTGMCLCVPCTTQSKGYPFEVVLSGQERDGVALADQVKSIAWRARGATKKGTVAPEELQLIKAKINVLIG
DUSP3 inh – DUSP3 (human) phosphatase inhibition; P51452; recombinant VHR phosphatase, pNPP absorbance; inhibition, % at 13.3 µM; 0.52% of 290,000 active; AID 1654; in the data active = inhibition above about 50%; note: some compounds called inactive have numbers as strong as hits
Target sequence (P51452 whole entry, looked up): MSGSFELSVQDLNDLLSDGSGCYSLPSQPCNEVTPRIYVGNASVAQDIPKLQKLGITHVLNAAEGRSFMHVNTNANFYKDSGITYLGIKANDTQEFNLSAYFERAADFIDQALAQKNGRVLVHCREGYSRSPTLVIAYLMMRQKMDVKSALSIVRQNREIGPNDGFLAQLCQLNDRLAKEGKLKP
SARS 3CLpro inh – SARS-CoV 3CLpro protease inhibition; P0C6X7; recombinant SARS-CoV 3CLpro, quenched FRET peptide cleavage; inhibition, % at 6 µM; 0.14% of 290,000 active; in the data active = inhibition above about 12%
Rv3671c inh – Rv3671c (M. tuberculosis) protease inhibition | AID 2606 | 0.048% of 320,000 active | P9WHR9 | inhibition, % at 5.96 µM; in the data active = inhibition above about 38%;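 note: extracellular domain of Rv3671c used as enzyme; 0% = enzyme with DMSO and 100% = no enzyme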
Target sequence (P9WHR9 whole entry, looked up, the tested form may be a part): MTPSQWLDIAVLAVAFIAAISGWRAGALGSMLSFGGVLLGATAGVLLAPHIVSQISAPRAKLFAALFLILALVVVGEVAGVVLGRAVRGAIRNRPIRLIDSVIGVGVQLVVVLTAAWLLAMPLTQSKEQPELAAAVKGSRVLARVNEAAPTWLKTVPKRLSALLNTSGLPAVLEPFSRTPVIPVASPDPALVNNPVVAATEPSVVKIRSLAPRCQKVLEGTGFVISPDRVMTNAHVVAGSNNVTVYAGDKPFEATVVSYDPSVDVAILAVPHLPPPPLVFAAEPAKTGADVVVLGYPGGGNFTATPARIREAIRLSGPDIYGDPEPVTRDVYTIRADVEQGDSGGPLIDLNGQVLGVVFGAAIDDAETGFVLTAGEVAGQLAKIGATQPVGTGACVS
Active calls of the source: *; i = inactive; . = no result given. This is a subset; rates above refer to the full screens.

SMILES	UGM FP inh	Vc quorum ag	PriA SSB inh	GDH-TPI inh	FBA Mtb inh	BioA inh	MazF activator	DUSP3 inh	SARS 3CLpro inh	Rv3671c inh
Cc1cccc(C(=O)N2CCN=C2SCc2ccc([N+](=O)[O-])cc2)c1	-0.3	i	-7	1	3	.	1	-6	1	7
Cc1ccc(CSc2nnc(CC(=O)Nc3ccc(C)cc3)n2C)cc1	-0.7	i	2	-6	3	.	-3	22	2	2
CN1/C(=C\C=Nc2ccccc2)C(C)(C)c2ccccc21	-3.1	2.9	5	25	-11	0.7	-7	19	-1	-44
Cc1cc(Cl)nc(-n2nc(C)cc2C)n1	0.2	-0.7	-5	12	2	1.4	2	42	-4	4
CCOC(=O)c1[nH]c(=O)c2ccccc2c1O	-1.6	-0.4	-9	12	7	.	3	-26	-2	-18
COC(=O)CCCn1c(C)cc(C(=O)CCl)c1C	0.2	-0.3	-5	12	-3	.	4	18	1	0
Cc1ccccc1CN1CCN(c2ccc(S(=O)(=O)N3CCCC3)cn2)CC1	-2.0	i	4	0	2	-1.3	1	.	.	-4
Fc1ccc(C2c3[nH]c4ccccc4c3CCN2Cc2ccoc2)cc1 (centres undefined)	-1.8	i	-10	7	2	.	3	13	5	0
COc1ccc(C(=O)N/N=C2\CCS(=O)(=O)c3ccc(F)cc32)cc1OC	0.3	-0.3	.	33*	-1	.	-2	15	2	5
Cc1ccc(C(=O)N/C(=C\c2cccnc2)c2nc3ccccc3[nH]2)cc1	1.1	i	-4	29	2	.	3	-8	0	-5
Cc1ccc(NC(=O)c2cc(S(=O)(=O)N3CCOCC3)ccc2F)c(C)c1	-2.2	-1.0	-11	-7	-5	1.1	0	-1	5	9
CCCCn1c(N)c(N(CCOC)C(=O)CSc2nnc(-c3ccncc3)n2CCC)c(=O)[nH]c1=O	-1.1	i	-11	-4	-2	.	2	.	.	-2
O=C(NCCN1CCOCC1)c1ccc(NC(=O)C2COc3ccccc3O2)cc1 (centres undefined)	1.9	-0.4	-1	1	6	5.2	-4	8	2	-2
CCN(CC(=O)Nc1c(F)cccc1F)C(=O)c1ccc2c(c1)S(=O)(=O)N=C1CCCCCN12	-2.3	0.7	-6	-2	1	.	2	.	.	-5
Cc1onc(-c2c(F)cccc2Cl)c1C(=O)NCCc1ccncc1	0.6	-7.7	-10	1	3	-2.7	-6	10	9	1
CCOC(=O)c1cnn2c(N)c(C#N)nnc12	-1.0	-11	-10	19	0	0.4	3	14	0	2
CN(c1ccc(C(=O)Nc2ccc3c(c2)n(C)c(=O)n3C)cc1)S(C)(=O)=O	0.5	1.1	6	11	4	-0.3	2	-14	2	2
CC(C)[C@H](NC(N)=O)C(=O)NNC(=O)COc1cccc(C(F)(F)F)c1	-0.1	2.3	-11	1	2	.	0	-15	-2	1
CC1(C(=O)NS(=O)(=O)c2cccc(C#N)c2)CCN1C(=O)Cc1ccccc1 (centres undefined)	.	-0.1	.	12	2	-0.8	.	.	.	.
Cc1ccc(S(=O)(=O)c2cn(C)c3cc(N4CCOCC4)c(F)cc3c2=O)cc1	2.6	i	13	7	10	-1.7	1	-4	-5	-4
O=C(COc1coc(CN2CCc3ccccc32)cc1=O)Nc1cccc(F)c1	3.5	-1.8	11	14	0	-0.3	3	.	.	2
CCc1nc2c(OCc3ccc4c(c3)OCO4)cccn2c1N(C=O)Cc1ccc(OC)cc1	.	0.1	.	8	0	-2.1	.	.	.	.
CCOC(=O)C(=O)Cc1nc(OCc2ccccc2)cc(OCc2ccccc2)n1	.	-1.3	0	12	4	-0.3	-6	.	.	.
C=CCC(NCc1ccccc1)c1ccc(Cl)cc1 (centres undefined)	-2.2	i	-52	9	-2	2.4	0	0	1	-16
CCOc1ccc(N(CC(=O)Nc2ccc(OC)cc2)C2=NC3CS(=O)(=O)CC3S2)cc1 (centres undefined)	1.3	-0.8	-1	-14	-4	-0.9	11	25	-3	-4

No new results follow: an excerpt of the list.
SMILES	UGM FP inh	Vc quorum ag	PriA SSB inh	GDH-TPI inh	FBA Mtb inh	BioA inh	MazF activator	DUSP3 inh	SARS 3CLpro inh	Rv3671c inh
Fc1ccc(C2c3[nH]c4ccccc4c3CCN2Cc2ccoc2)cc1 (centres undefined)	-1.8	i	-10	7	2	.	3	13	5	0
COc1ccc(C(=O)N/N=C2\CCS(=O)(=O)c3ccc(F)cc32)cc1OC	0.3	-0.3	.	33*	-1	.	-2	15	2	5
Cc1ccc(C(=O)N/C(=C\c2cccnc2)c2nc3ccccc3[nH]2)cc1	1.1	i	-4	29	2	.	3	-8	0	-5
Cc1ccc(NC(=O)c2cc(S(=O)(=O)N3CCOCC3)ccc2F)c(C)c1	-2.2	-1.0	-11	-7	-5	1.1	0	-1	5	9
CCCCn1c(N)c(N(CCOC)C(=O)CSc2nnc(-c3ccncc3)n2CCC)c(=O)[nH]c1=O	-1.1	i	-11	-4	-2	.	2	.	.	-2

(next part)
SMILES	UGM FP inh	Vc quorum ag	PriA SSB inh	GDH-TPI inh	FBA Mtb inh	BioA inh	MazF activator	DUSP3 inh	SARS 3CLpro inh	Rv3671c inh
O=C(CSc1nncs1)NC(=O)Nc1ccc2c(c1)OCCO2	1.3	-3.6	-6	1	-1	.	3	10	1	12
COCCCn1c(=O)/c(=C/c2ccccc2OC(F)F)s/c1=C(\C#N)C(=O)NCCOC	.	-1.0	-7	18	1	.	72*	.	.	.
COc1ccc(CNC(=O)CCn2c(C)csc2=O)cc1	3.1	i	-3	-4	-1	0.6	6	.	.	-12
CN(CC(=O)Nc1ccccc1Cl)C(=O)C1CSC2(C)CCC(=O)N12 (centres undefined)	-0.3	0.5	-11	-5	0	0.4	-2	.	.	-3
Cc1cc(N2CCN(c3ccccc3F)CC2)nc2cc(O)ccc12	1.2	i	-1	29	11	1.9	10	35	4	-7
C[N+]1(C)CCC(OC(=O)C(c2ccccc2)c2ccccc2)CC1	1.1	-0.1	-11	6	-2	0.1	0	.	.	6
COc1ccc(OCC(=O)N2CCc3c([nH]c4ccccc34)C2c2ccccn2)cc1 (centres undefined)	0.1	-0.5	8	8	-5	.	-3	26	-3	4
Cc1ccccc1CC(=O)Nc1ccc2c(c1)c(=O)n(C)n2-c1cccs1	.	i	.	0	1	-0.1	.	.	.	.
O=C(Nc1ccc2c(c1)OCCO2)c1ccc(S(=O)(=O)N2CCCCC2)cc1	-0.5	i	-10	15	-3	0.4	8	-26	1	-1
CCCn1nc(C(=O)Nc2cccc(S(=O)(=O)N(C)c3ccccc3)c2)c2ccccc2c1=O	-3.3	i	-15	26	3	-2.1	-7	.	.	-67
CC(=O)c1cc(C(=O)Nc2ccccc2C(=O)O)oc1C	6.1	-2.2	-3	11	3	-0.9	5	17	3	-6
CCn1cc(C(=O)OCC(=O)c2cc(C)n(-c3ccccc3F)c2C)c(=O)c2ccc(C)nc21	-2.0	i	7	8	0	-2.0	-4	12	-4	-4
COc1ccc(-c2cn[nH]c2-c2ccc(O)cc2O)cc1	-0.7	-1.2	5	0	0	0.2	0	-25	-1	-1
Cc1noc(C)c1COC(=O)CCc1nc2ccccc2c(=O)[nH]1	-4.8	i	-8	-4	-14	0.1	14	0	-6	-2
Cc1cccc(NC(=O)Nc2ccccn2)c1C	0.7	-0.3	-5	2	7	-1.3	16	-12	0	-9
CCN(CCO)c1nc(N2CCCCC2)c2cnn(C)c2n1	-2.8	i	-15	4	1	2.2	2	0	-5	4
O=C(Nn1cnnc1)c1ccc([N+](=O)[O-])cc1Cl	3.9	i	0	0	4	0.1	-1	.	.	-2
Cc1c(C)n(C)c2ccc(C(=O)NCCCN3CCCCC3)cc12	4.7	-0.3	3	5	0	-1.5	13	34	-2	1
Cc1c(NC(=O)CSc2nc3ccccc3[nH]2)c(=O)n(-c2ccccc2)n1C	-0.6	-0.5	-2	-11	-2	0.5	4	8	-2	3
O=C(Nc1cccc(S(=O)(=O)N2CCOCC2)c1)c1ccc(=O)[nH]c1	-1.2	-2.0	-11	6	8	0.3	0	.	.	2
COc1ccc(NC(=O)c2cccc(Cn3cc(Br)c([N+](=O)[O-])n3)c2)c(C)c1	0.5	3.1	1	-8	-4	.	10	35	4	7
O=C(CCC(=O)N1CCOc2ccccc21)NCCN1CCOCC1	-1.2	-0.3	0	-12	2	-0.5	10	13	0	7
O=C1C=C(Nc2ccccc2)CC(c2ccccc2)C1 (centres undefined)	-0.2	-0.5	-2	4	-1	.	-2	-3	-2	-4
Cc1nc(NC(=O)c2oc3ccccc3c2C)sc1C(=O)N(C)C	1.8	-0.2	5	32*	-1	0.3	6	9	3	-3
COC1CCN(C(=O)c2cc(COc3cc(C)ccc3C)on2)CC1	.	-0.5	.	-2	-2	0.4	12	.	.	.

Look-ups from the results shown:
Cc1cc(N2CCN(c3ccccc3F)CC2)nc2cc(O)ccc12 in UGM FP inh shows 1.2
Cc1noc(C)c1COC(=O)CCc1nc2ccccc2c(=O)[nH]1 in BioA inh shows 0.1

Following part:
SMILES	UGM FP inh	Vc quorum ag	PriA SSB inh	GDH-TPI inh	FBA Mtb inh	BioA inh	MazF activator	DUSP3 inh	SARS 3CLpro inh	Rv3671c inh
CSc1ncccc1C(=O)OCc1ccc(C#N)cc1	-2.4	i	-14	1	0	-1.0	-5	-27	2	5
CCNC(=S)N/N=C/c1ccc(OCC(=O)Nc2ccc(OC)cc2)c(OC)c1	0.0	-0.2	.	19	1	0.1	12	-8	-1	2
CC(C)(C)OC(=O)NCCc1nnc(SCC(N)=O)o1	0.4	0.3	-8	16	0	.	-8	4	-2	9
O=C(O)CCN1C(=O)c2ccc(NC(=O)C(c3ccccc3)c3ccccc3)cc2C1=O	-1.0	i	-1	10	36*	.	-4	13	10	8
CN(C)/C=N/c1sc2c(c1C(N)=O)CCCC2	0.3	-0.2	.	22	5	-0.6	-1	22	1	2
CCCCn1c(=O)cc(C)n(-c2ccccc2)c1=O	-0.3	-0.5	6	-4	0	.	2	.	.	-2
COc1ccc(Cl)cc1NC(=O)CSc1nnc(COc2ccccc2)n1C	0.9	-1.8	0	0	-3	33	7	8	-4	-9
CCCCc1cc(=O)oc2cc(C)cc(OC(C)C(=O)NCC3CCC(C(=O)O)CC3)c12 (centres undefined)	-0.3	-0.6	-4	7	79*	-0.6	10	16	-1	-4
O=C(COC(=O)[C@H](Cc1ccccc1)N1C(=O)c2ccccc2C1=O)Nc1ccc2c(c1)OCO2	1.0	-0.9	19	-8	1	.	6	22	2	-12
COc1ccccc1NC(=O)C1=C(C)Nc2nnnn2C1c1cccc(C)c1 (centres undefined)	-0.4	-0.2	6	1	-2	-0.3	-1	13	-3	-6
COC(=O)C1=C[C@@H](C(=O)OC)[C@@H]2C3=C(C(=O)[C@]2(C)NC(=O)c2ccccc2)[C@H](C)n2c(=O)n(C)c(=O)n2[C@@H]3C1	0.7	i	-30	-9	-1	0.1	1	.	.	-4
COCC(O)CSc1nc(C)[nH]c1[N+](=O)[O-] (centres undefined)	2.2	i	-3	11	-8	-1.5	6	16	5	-8
C=CCn1c(CCC(O)COCCCCC)n[nH]c1=S (centres undefined)	-2.1	0.3	-13	9	-2	-1.3	8	-3	-6	5
O=C(NCCN1CCOCC1)c1nn2c(c1Cl)NC(c1ccccc1)CC2C(F)(F)F (centres undefined)	-1.4	0.1	0	14	2	0.6	4	27	7	0
CCN(CC)C(=O)CSc1nc2ccccc2o1	1.6	-0.5	-21	-18	0	1.5	0	18	1	0
CC(NC(=O)C1CCCN1S(=O)(=O)c1cccc2cccnc12)c1ccccc1 (centres undefined)	-0.2	-0.1	-10	-7	4	0.3	5	29	-2	2
Cc1ccc(N2C(=O)NC(NC(=O)c3ccc(Cl)cc3)(C(F)(F)F)C2=O)cc1 (centres undefined)	-1.6	1.6	10	4	-1	5.5	3	-4	7	-3
COc1ccc(N(C(=O)c2snc(C(N)=O)c2N)C(C(=O)NCC2CCCO2)c2ccc3ncccc3c2)cc1OC (centres undefined)	1.3	i	-3	9	0	-0.1	-2	-15	-2	-3
Cc1ccsc1/C=C/c1n[nH]c(=O)c(C#N)c1C	3.4	-0.3	0	2	2	0.8	4	26	0	-5
CCOC(=O)C(CCCCP(=O)(c1ccccc1)c1ccccc1)(NC(C)=O)C(=O)OCC	1.1	0.2	-13	6	0	-0.5	-2	9	0	7
Cc1cc(C)c2cc3c(N)c(C(=O)Nc4c(C)[nH]c(=O)[nH]c4=O)sc3nc2c1	0.7	-0.2	-4	16	7	-2.2	155*	-2	6	-4
Oc1cccc(NC(=S)Nc2ccc(SC(F)F)cc2)c1	-2.6	-0.4	12	11	3	.	2	10	3	1

From PubChem BioAssay
